High-throughput results (PubChem)
Vif-A3F inh: qHTS for Inhibitors of Vif-A3F Interactions: qHTS | HeLa A3F-eYFP + Vif (tagged APOBEC3F with the HIV-1 protein that degrades it), YFP fluorescence increase | Potency, µM (highest dose often 46.1 µM), inactives show top-dose activity, negative = active | 390,000 compounds, 0.2% hits | AID 602313, 2012; also: potency is read from the fitted curve at half-maximal effect; % of control where 0% means no effect; nearly all actives have a fitted effect of over 65% in size
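HeLa cells stably expressing Vif plus C-terminally eYFP-tagged A3F were seeded, incubated overnight at 37 deg C, dosed with compound, incubated overnight again at 37 deg C. Yellow fluorescence (Ex 488/Em 500-530) reported blocked Vif-mediated A3F-eYFP degradation.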
RXFP1 agonist: qHTS Assay for Agonists of the Relaxin Receptor RXFP1; HEK293T-RXFP1 cAMP TR-FRET, 30 min; response scale: percent of porcine relaxin response, buffer zero; Relaxin receptor 1 (Homo sapiens), Q9HBX9; 370,000 compounds, 0.3% hits; Potency, µM (doses to about 57.5 µM), for the others: at the top dose activation, most hits filed as activators; also: potency is read from the fitted curve at half-maximal effect; % is scaled to controls: 0 for no effect and ±100 for the full control effect; nearly all actives have a fitted effect of over 60% in size; many of its hits are not listed in these tables
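HEK293T cells stably expressing RXFP1 were pretreated with the PDE4 inhibitor Ro 20174, exposed to compounds for 30 min at 37C, lysed, and cAMP was read by TR-FRET. Data normalized to buffer (basal) and 29 nM porcine relaxin (100%).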
mIDH1 inhibitor: qHTS for Inhibitors of mutant isocitrate dehydrogenase 1 (IDH1): qHTS | Isocitrate dehydrogenase [NADP] cytoplasmic (Homo sapiens), O75874 | IDH1-R132H enzyme, NADPH consumption, diaphorase/resazurin fluorescence | Potency, µM (doses to about 76.6 µM), for inactives: at the top dose activity change, negative = inhibition, actives largely listed as inhibitors | 390,000 compounds, 0.093% hits; also: potency is read from the fitted curve at half-maximal effect; % is scaled to controls: 0 for no effect and ±100 for the full control effect; nearly all actives have a fitted effect of over 65% in size
Target sequence (O75874 whole entry R132H, stated change not applied): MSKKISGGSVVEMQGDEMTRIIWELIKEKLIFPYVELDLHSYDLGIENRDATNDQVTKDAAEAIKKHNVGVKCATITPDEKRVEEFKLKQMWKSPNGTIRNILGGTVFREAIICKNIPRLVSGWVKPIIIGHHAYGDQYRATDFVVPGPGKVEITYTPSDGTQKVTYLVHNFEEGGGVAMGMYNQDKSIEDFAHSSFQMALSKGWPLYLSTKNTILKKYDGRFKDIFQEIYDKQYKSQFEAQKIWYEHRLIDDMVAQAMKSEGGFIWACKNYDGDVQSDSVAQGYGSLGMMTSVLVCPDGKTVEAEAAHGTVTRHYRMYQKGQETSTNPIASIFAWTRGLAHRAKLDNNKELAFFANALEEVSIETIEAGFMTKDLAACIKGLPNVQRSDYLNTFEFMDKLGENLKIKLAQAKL
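IDH1-R132H (0.5 ug/mL) preincubated 30 min with compound, then NADPH (0.016 mM) and alpha-KG (2 mM) added; 80 min at RT, pH 7.5. Remaining NADPH coupled via diaphorase/resazurin to fluorescence (540/590 nm); concentration-response curves normalized to no-enzyme control.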
USP1-UAF1 inh: Inhibitors of USP1/UAF1: Primary Screen | recombinant USP1/UAF1, Ub-Rhodamine cleavage fluorescence | Potency, µM (top dose mostly 57.1 µM), inactives show top-dose activity change, negative = inhibition, hits mostly inhibitors | 390,000 compounds, 0.23% hits | AID 743255, 2014; also: potency is read from the fitted curve at half-maximal effect; % is scaled to controls: 0 for no effect and ±100 for the full control effect; nearly all actives have a fitted effect of over 60% in size; inactives centre near -12
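High-throughput fluorogenic screen: 1nM USP1/UAF1 complex, Ub-Rho substrate 150nM final, 50mM HEPES pH 7.8 with 0.5mM EDTA, 0.1 mg/ml BSA, 1mM TCEP and 0.01% Tween-20.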
LDHA block: qHTS assay for inhibitors of human lactate dehydrogenase; purified LDHA, NADH/diaphorase-resazurin fluorescence; stronger effect = lower value; activity change, % (values are at about 110 or 230 µM); 480,000 compounds, 0.15% hits; AID 1347041, 2019; in the data active = activity change below about -30%; inconclusive = mostly about -25% to -30%;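 also: plate controls were DMSO wells for no effect and wells without enzyme for full effect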
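Enzyme activity of human lactate dehydrogenase 5 (2 nM; 0.06 mM NADH, 0.2 mM pyruvate, 5 min, RT) is measured via a resazurin/diaphorase fluorescence readout of residual NADH.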
PI4K2A inh: qHTS for small molecular inhibitors of PI4K2A | Phosphatidylinositol 4-kinase type 2-alpha (Homo sapiens), Q9BTU6 | purified PI4K2A, ADP-Glo luminescence, 1 h; stronger effect = lower value | activity change, negative = inhibition, % at 76.9 µM | 420,000 compounds, 0.13% hits; in the data active = activity change below about -50%; inconclusive = mostly about -30% to -49%;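 also: -100% = wells without enzyme as full effect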
Target sequence (Q9BTU6 whole entry, looked up): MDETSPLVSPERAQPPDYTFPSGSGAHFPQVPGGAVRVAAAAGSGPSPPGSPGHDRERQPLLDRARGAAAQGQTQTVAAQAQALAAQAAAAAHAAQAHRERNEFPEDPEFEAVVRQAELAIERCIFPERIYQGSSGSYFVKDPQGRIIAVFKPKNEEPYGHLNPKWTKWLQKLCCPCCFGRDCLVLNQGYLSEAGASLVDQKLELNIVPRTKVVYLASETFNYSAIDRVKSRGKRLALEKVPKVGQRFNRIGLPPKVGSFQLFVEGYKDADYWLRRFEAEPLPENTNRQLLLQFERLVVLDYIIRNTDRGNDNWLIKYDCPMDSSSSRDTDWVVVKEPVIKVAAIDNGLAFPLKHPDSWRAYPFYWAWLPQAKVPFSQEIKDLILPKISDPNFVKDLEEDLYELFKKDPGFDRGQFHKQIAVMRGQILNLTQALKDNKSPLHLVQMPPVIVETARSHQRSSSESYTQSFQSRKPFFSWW
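PI4K2A activity was measured by ADP-Glo luminescence: enzyme (4 ug/mL stock) and phosphatidylinositol (1.2 mM stock) in Tris pH 7.5/MgCl2/EGTA/Triton X-100 buffer were reacted with ATP (300 microM stock) for one hour at ambient temperature.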
GRP78 ERSR act: qHTS for Inducers of the Endoplasmic Reticulum Stress Response (ERSR) in Human Glioma: qHTS; Potency, µM, for inactives: at the highest dose activation, most hits filed as activators; AID 602332, 2012; 420,000 compounds, 0.02% hits; U87-MG GRP78 promoter luciferase reporter, 16 h; also: potency is read from the fitted curve at half-maximal effect; series mostly up to about 76 µM; % of control where 0% means no effect; nearly all actives have a fitted effect of over 35% in size
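Stably transfected U87-MG glioma cells carrying a GRP78-based luciferase sensor; 16 h compound incubation. Luminescence end-point read 10 min after Bright-Glo addition at room temperature.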
TrxR1 substrate: qHTS Assay for Substrates of Mammalian Selenoprotein Thioredoxin Reductase 1 (TrxR1): qHTS; Thioredoxin reductase 1, cytoplasmic (Rattus norvegicus), O89049; purified TrxR1 substrate turnover, NADPH consumption readout; Potency, µM (top dose mostly 114 µM), inactives show at the highest dose activity change, negative = substrate turnover; 390,000 compounds, 0.01% hits; also: potency is read from the fitted curve at half-maximal effect; % is scaled to controls: 0 for no effect and ±100 for the full control effect; nearly all actives have a fitted effect of over 50% in size
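Rat TrxR1, dispensed at 90 nM, was prereduced with 400 uM NADPH (final) for 5 min at ~22 deg C, then incubated with compound 15 min before 400 uM selenite. A first-read NADPH fluorescence drop versus no-compound background flagged substrates.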
Vif-A3G inh: qHTS for Inhibitors of Vif-A3G Interactions: qHTS. 410,000 compounds, 0.076% hits. AID 602310, 2012. Potency, µM (doses to about 46.1 µM), for the others: top-dose activity, negative = active, actives largely listed as inhibitors. HeLa A3G-eYFP + Vif (tagged APOBEC3G with the HIV-1 protein that degrades it), YFP fluorescence, overnight. DNA dC->dU-editing enzyme APOBEC-3G (Homo sapiens), Q9HC16;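 also: potency is read from the fitted curve at half-maximal effect; % is scaled to controls: 0 for no effect and ±100 for the full control effect; nearly all actives have a fitted effect of over 60% in size; hits raise eYFP signal because A3G escapes Vif-driven loss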
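Read-out is eYFP fluorescence (Ex 488/Em 500-530) from Vif-expressing HeLa A3G-eYFP cells; more signal means A3G escaped Vif-mediated degradation. Cells plated overnight, compound pinned in, incubated overnight at 37 deg C.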
* = called active by the depositor; ? = inconclusive; . = no result given; & = joins results of further samples; [ ] = another dose, or the depositor's remark. Unless noted, calls follow the shape of the dose curve; as a rule, active = well fitted curve in the direction sought with a large enough effect; inconclusive = small, poorly fitted or top-dose-only effect, or another doubt; inactive = no such curve, though single readings can be large; an effect the other way counts as inactive or inconclusive. Some of the compounds tested. The share of hits here may be higher or lower than overall.

SMILES | Vif-A3F inh | RXFP1 agonist | mIDH1 inhibitor | USP1-UAF1 inh | LDHA block | PI4K2A inh | GRP78 ERSR act | TrxR1 substrate | Vif-A3G inh
CCN(c1ccccc1)S(=O)(=O)c1cc(C(=O)OC2CCOC2=O)ccc1C (centres undefined) | -9% | -0.5% | 3% | -16% | -1 | -1 | 1% | 1% | 4%
Cc1ccc(S(=O)(=O)N(C)CCCC(=O)Nc2ccc(C)cc2C)cc1 | -13% | 0.0% | 2% | 1% | -3 | 1 | 3% | -2% | 0%
COCCCn1c(=O)/c(=C\c2ccccc2OC(F)F)s/c1=C(/C#N)C(N)=O | ? | 0.7% | -2% | -9% | -3 | 1 | -3% | 0%[57.1 µM] | 0%
O=C(Nc1ccc(O)cc1C(=O)O)c1ccc(NC(=O)c2ccco2)cc1 | 7% | -0.8% | 3% | -17% | -17 | 1 | -1% | -10% | 1%
Cc1cc(C(=O)COC(=O)c2ccccc2Br)c(C)n1CC1CCCO1 (centres undefined) | 19% | 0.0% | 3% | -29% | -3 | -5 | -12% | 0% | 3%
COc1cc(CNCCNC(=O)c2nonc2N)ccc1OCc1ccc(Cl)cc1 | -10% | 0.5% | 0% | -3% | -7 | 0 | -2% | 3%[57.1 µM] | ?
CC1(C)Cc2c(c(N3CCOCC3)nc3sc(C#N)c(N)c23)CS1 | . | 7.8% | 1% | -20% | -3 | 6 | -3% | 33%[activator] | -4%
CCOC(=O)C(C)Oc1cccc2c(=O)n(CC(=O)Nc3ccc4c(c3)OCCO4)ccc12 (centres undefined) | -6% | -0.1% | 3% | 1% | -2 | -11&-1 | -6%&-3% | 16%&4%[57.1 µM] | -14%
CCc1ccc(NC(=O)Cn2nc(C(=O)O)c3ccccc3c2=O)cc1 | -3% | 6.5% | 3% | -26% | -1 | -7 | 0% | -18%[57.1 µM] | 0%
Cc1ccnc(SCCn2c(N(C)Cc3ccccc3)nc3c2c(=O)n(C)c(=O)n3C)n1 | -3% | . | 7% | -23% | -2 | -1 | -3% | 7%[57.1 µM] | 2%
COc1cccc(CNC(=O)CN2C(=O)N(c3c(C)cccc3C)S(=O)(=O)c3ccccc32)c1OC | -2% | -1.5% | 9% | -23% | -9 | -1 | -1% | -1%[57.1 µM] | 1%
CCCN(C(=O)CSc1n[nH]c(-c2ccc(OC)cc2)n1)c1c(N)n(Cc2ccccc2)c(=O)[nH]c1=O | 25µM* | 0.9% | 4% | -13% | 5 | -3 | -3% | 1% | -23%
Cc1ccc(N(CC(O)COCc2ccco2)S(=O)(=O)c2ccc(C)cc2)cc1 (centres undefined) | -2% | 2.5% | 6% | 2% | 2 | -23 | -1% | 4% | -12%
CCOc1ccc(NC(=S)NCc2ccco2)cc1 | -27% | 0.4% | -1% | -21% | -2 | -2 | 2% | 6%[57.1 µM] | 2%
O=C(Nc1ccc(Cl)cn1)c1cccc(S(=O)(=O)N2CCCCCC2)c1 | 0% | . | 3% | -21% | -4 | 5 | -5% | . | 20µM*
Cc1ccc(-c2ccc(CN3C(C)C(=O)N(Cc4cn(Cc5ccco5)nn4)CCS3(=O)=O)cc2)cc1 (centres undefined) | 2% | . | -4% | -21% | -11 | -2 | 0% | . | -18%
Cc1cccc(C)c1-n1c(SCC(=O)Nc2ccc(C(=O)O)cc2)nnc1-c1cccc(S(=O)(=O)N(C)C)c1 | -6% | 1.1% | 19% | -9% | 1 | -13 | -1% | 5% | 1%
COc1ccc(Cn2c(=O)c3cccnc3n(CC(=O)Nc3ccc(C)c(F)c3)c2=O)cc1 | -11% | ? | 4% | 1% | -5 | -9 | 0% | -9% | 5%
COc1ccc2cc3cc(C(=O)NCc4ccccc4OC)oc3nc2c1 | -10% | 6.0% | -7% | ? | -2 | 2 | -3% | 239%[activator] | 1%
Cc1cc(C)cc(NC(=O)CCCn2c3ccccc3c(=O)c3ccccc32)c1 | 3% | 3.6% | 7% | -15% | -2 | -1 | 3% | 37%[activator] | -3%
CCNC(=O)COc1cc(C)c(Br)c(C)c1 | 17% | -0.1% | -8% | -14% | -4 | -7 | -2% | 1% | 1%
CC(C)CNC(=O)C(=O)Nc1cc2c3c(c1)C(C)C(=O)N3CCC2 (centres undefined) | -2% | -0.9% | 1% | -8% | 0 | 3 | -3% | -1% | 0%
CCN(CC(=O)Nc1c(F)cccc1F)C(=O)c1cccc(S(=O)(=O)N2CCCc3ccccc32)c1 | 0% | . | 9% | -2% | -2 | 3 | -2% | -1% | 4%
CC(C)(C)NC(=O)C(c1ccc(O)cc1)N(Cc1ccc2c(c1)OCO2)C(=O)CCl (centres undefined) | 1% | . | 8% | -15% | 1 | -2 | -3% | . | -1%
O=[N+]([O-])c1ccc(Cl)cc1N1CCCC1 | 11% | -0.3% | 0% | -9% | -5 | -2 | -3% | -7% | 1%
CC1(C)Cc2nc(N3CCCC3)c(C#N)cc2CO1 | -11% | 4.6% | 0% | 3% | -3 | 0 | -3% | 223%[activator][57.1 µM] | -2%
CCCCN(CC)C(=O)Cc1c(C(=O)O)[nH]c2ccc(Cl)cc12 | -5% | 3.1% | -4% | 4% | 4 | -7 | ? | -6% | -1%
Cc1cc(NC(=O)CSc2ncc(C(=O)Nc3ccc(C)c(C)c3)c(=O)n2C)no1 | -1% | -0.6% | -3% | -6% | -6 | -1 | -3% | 1%[57.1 µM] | 3%
CCN(CC)CCOC(=O)c1cccc2c1-c1ccccc1C2O (centres undefined) | 17% | -0.2% | -4% | -2% | -10 | 5 | -3% | 38%[activator] | 2%
Cc1c(C(=O)NCC2COc3ccccc3O2)oc2ccc(S(=O)(=O)N3CCOCC3)cc12 (centres undefined) | -7% | -1.5% | -6% | -26% | -10 | -5 | -2% | 6%[57.1 µM] | -5%
COc1ccc(-n2nnc(C(=O)Nc3ccccc3F)c2N)cc1 | 2% | -0.6% | -8% | -13% | 1 | -8 | -4% | 0% | 4%
COc1ccccc1CNC(=O)c1cnc2c(-c3ccccc3)c(C)nn2c1C | 9% | -1.7% | 0% | -15% | -15 | 3 | -1% | -2%[57.1 µM] | -2%
CC(=O)CCCC(NS(=O)(=O)CCC(Cl)(Cl)Cl)c1ccccc1 (centres undefined) | 2% | -0.3% | -6% | -19% | -2 | -3 | -5% | -10% | -2%
C=CCNC(=O)/C(=C\c1ccco1)NC(=O)c1ccco1 | 1% | 0.3% | 2% | -14% | -3 | -2 | -1% | -8% | 0%
C=CCn1c(-c2cccc(OCC)c2)n[nH]c1=S | -4% | -2.0% | 0% | -8% | 0 | 1 | -1% | -5% | -3%
COc1cc(C)nc(N2CCCC(C(=O)Nc3cc(Cl)ccc3OC)C2)n1 (centres undefined) | -8% | 0.4% | 3% | 4% | -4 | 2 | 1% | 21% | -8%
O=[N+]([O-])c1cccc(C2=NCCC(c3ccccc3)O2)c1 (centres undefined) | 1% | 1.4% | -1% | -16% | 0 | 2 | 5% | 4% | -18%
CN(CC(=O)Nc1ccccc1Cl)C(=O)COC(=O)Cc1ccc(F)cc1 | -11% | 1.5% | -3% | -15% | -3 | -1 | -4% | 4% | 2%
O=C(NCCN1CCOCC1)c1cc(-c2cccs2)nc2ccccc12 | 4% | . | 7% | -8% | 2&-1 | -6 | -2% | 177%[activator] | -3%
COc1ccc(O)c(/C=N/N=C/c2cccc([N+](=O)[O-])c2)c1 | 7% | -2.4% | 0% | -11% | 2 | 6 | 3% | 2% | -4%
O=C(NCc1cccnc1)c1ccc(-c2cc3ccccc3oc2=O)cc1 | -10% | -1.6% | 8% | -22% | 0 | 5 | 0% | 36%[activator] | 0%
COc1cc(C)ccc1S(=O)(=O)NC(=O)C1(C)CCN1C(=O)c1ccc(C2CCCCC2)cc1 (centres undefined) | . | . | . | . | -7 | -3 | 0% | . | 0%
CCOC(=O)c1sc(NC(=O)c2ccncc2)nc1C | -2% | 0.4% | 0% | 1% | 0 | 2 | 5% | -10% | 0%
O=S(=O)(Nc1ccc2cn[nH]c2c1)c1ccccc1 | 8% | 0.7% | -10% | -23% | 1 | -1 | -3% | -10% | 0%

2 of the compounds above, with values under each structure.
Results follow in this order: Vif-A3F inh	RXFP1 agonist	mIDH1 inhibitor	USP1-UAF1 inh	LDHA block	PI4K2A inh	GRP78 ERSR act	TrxR1 substrate	Vif-A3G inh
> CC1(C)Cc2c(c(N3CCOCC3)nc3sc(C#N)c(N)c23)CS1
    .	7.8%	1%	-20%	-3	6	-3%	33%[activator]	-4%
> CCOC(=O)C(C)Oc1cccc2c(=O)n(CC(=O)Nc3ccc4c(c3)OCCO4)ccc12 (centres undefined)
    -6%	-0.1%	3%	1%	-2	-11&-1	-6%&-3%	16%&4%[57.1 µM]	-14%
